Compound activity as filed in PubChem.
KLK7 zymogen act = proKLK7 (human) activation, primary screen; P49862; purified proKLK7, EDANS-DABCYL substrate fluorescence; 100% is mature enzyme control, 0% vehicle; activation, % at 7 µM; 370,000 compounds, 0.9% hits;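 active = activation above the mean of all tested compounds plus 3 SD, computed per campaign excluding outliers beyond control limits, cut at about 13% in these data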
Target sequence (P49862 whole entry, looked up): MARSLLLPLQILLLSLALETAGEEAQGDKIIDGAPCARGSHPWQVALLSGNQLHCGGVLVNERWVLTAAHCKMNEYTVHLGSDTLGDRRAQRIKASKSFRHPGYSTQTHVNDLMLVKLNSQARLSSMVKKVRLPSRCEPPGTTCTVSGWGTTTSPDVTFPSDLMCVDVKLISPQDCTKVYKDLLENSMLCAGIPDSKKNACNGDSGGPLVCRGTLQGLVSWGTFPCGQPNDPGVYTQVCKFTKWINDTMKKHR
DDE Tn6 FP inh = disrupts Tn6 cyclic peptide binding to fibrin D-Dimer-E complex; inhibition, % at 8.3 µM; 370,000 compounds, 0.21% hits; AID 720509; P02675; Fibrin DD(E) TRITC-Tn6 fluorescence polarization displacement;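 active = inhibition above a per-campaign cutoff: mean of compounds within control limits plus 3 SD, cut at about 15% in these data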;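 note: 0% = median of all compound wells on the plate and 100% = blocking peptide control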
PLC-beta3 inh = inhibitors of human phospholipase C beta3; 370,000 compounds, 0.18% hits; Purified PLC-beta3, fluorogenic substrate, fluorescence; Q01970; inhibition, % at 12.2 µM; in the data active = inhibition above about 11%;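 note: 0% = median of compound wells on plate and 100% = full blocker control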
HGIII-sPLA2 inh = Inhibits HGIII-sPLA2 liposome hydrolysis, primary screen. Q9NZ20. QFRET BODIPY PC-A2 liposome hydrolysis, fluorescence. inhibition, % at 12.2 µM. 370,000 compounds, 0.56% hits;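 active = inhibition above mean plus 3 SD of compounds lying within the high and low control bounds, cut at about 19% in these data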;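 note: 0% = median of test compound wells and 100% = no enzyme DMSO wells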
ARFGAP1 inh = inhibits rat ARF GTPase activating protein 1 | inhibition, % at 16.5 µM | Arfgap1-stimulated ARF1 GTP hydrolysis, GDP FP detection | 360,000 compounds, 0.26% hits;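 active = inhibition above a per-plate limit, mean inhibition of low control wells plus 3 SD, cut at about 25% in these data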;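 note: 0% = DMSO wells with enzyme and 100% = wells lacking Arfgap1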
Target sequence (Q62848 1-136 limits assumed): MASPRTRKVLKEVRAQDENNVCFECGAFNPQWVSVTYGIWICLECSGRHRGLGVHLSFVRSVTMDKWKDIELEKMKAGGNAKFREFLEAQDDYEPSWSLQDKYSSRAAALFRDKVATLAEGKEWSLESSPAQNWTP
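System: truncated rat Arfgap1 GAP domain / Benchmarks: high control wells lacking Arfgap1, low control full reaction with DMSO / Times: compound-enzyme preincubation 20 min, reaction 120 min, detection 60 min, 25 °C / Repeats: one replicate per compound / Also added: human ARF1(Δ1-17)-GTP substrate / Measured by: Tracer-displacement fluorescence polarization with EDTA stop, 620/688 nm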
Rev-erbA mod = Rev-erb alpha (human) modulation; P20393; Rev-erbα–FITC-DNA binding, fluorescence polarization, 90 min; activity, % at 10 µM; 370,000 compounds, 0.79% hits;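 active = activity above about 14%, limit read from the data; passing the limit was not always enough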;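 note: 0% = DMSO wells with 35 nM protein and 100% = DMSO wells with 750 nM protein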
PLCg1 inh = PLC-gamma1 (human) inhibition, primary screen. purified PLC-gamma1, fluorogenic substrate, fluorescence. P19174. 370,000 compounds, 0.84% hits. inhibition, % at 12.2 µM; in the data active = inhibition above about 9.5%
ASAP1 GAP inh = inhibitors of human ASAP1 ArfGAP activity; ASAP1-stimulated ARF1 GTP hydrolysis, GDP FP detection; Q9ULH1; AID 624377; inhibition, % at 16.5 µM; 360,000 compounds, 0.19% hits; in the data active = inhibition above about 25%;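 note: 0% = vehicle with enzyme and substrate and 100% = no enzyme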
Target sequence (Q9ULH1 325-724 limits assumed): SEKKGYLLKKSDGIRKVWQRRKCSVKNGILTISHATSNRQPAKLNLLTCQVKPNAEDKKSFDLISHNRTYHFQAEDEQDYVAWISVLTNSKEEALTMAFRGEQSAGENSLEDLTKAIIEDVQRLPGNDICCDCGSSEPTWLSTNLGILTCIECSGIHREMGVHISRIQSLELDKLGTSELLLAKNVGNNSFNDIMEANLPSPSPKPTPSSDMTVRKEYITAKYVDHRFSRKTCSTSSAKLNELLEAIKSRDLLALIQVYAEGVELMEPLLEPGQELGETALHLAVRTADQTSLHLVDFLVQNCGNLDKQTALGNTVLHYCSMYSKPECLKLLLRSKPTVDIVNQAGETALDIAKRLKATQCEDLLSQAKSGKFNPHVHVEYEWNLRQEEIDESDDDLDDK
DDE Tn7 FP inh = disrupts Tn7 cyclic peptide binding to fibrin D-Dimer-E complex. inhibition, % at 8.3 µM. P02675. 370,000 compounds, 0.13% hits. FP displacement of FITC-Tn7 peptide from fibrin DD(E); 0% = median of compound wells per plate. AID 720508;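 active = inhibition above the mean of compounds falling within the control limits plus 3 SD of them, cut at about 14% in these data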;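 note: 0% = plate median of compound wells and 100% = 10 µM Aha-Tn7 peptide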
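Also added: labelled Tn7 tracer, 0.1 µM; Assay system: human fibrin DD(E) protein; Amount: 2 µM fibrin DD(E); Schedule: 10 min compound pre-incubation, 3 h probe incubation at room temperature; Repeats: one replicate per compound; Read-out basis: percent inhibition; Measured by: fluorescence polarization of the labelled Tn7 tracer.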
UHRF1 binding = UHRF1 methyl-DNA binding inhibition; 370,000 compounds, 0.75% hits; UHRF1 binding to methylated oligo, TR-FRET; AID 687016; inhibition, % at 4.4 µM; Q96T88; in the data active = inhibition above about 21%;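 note: UHRF1 SRA domain binding a hemimethylated CpG hairpin DNA probe; 0% = median of test compound wells and 100% = reference inhibitor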
* hit, by the source's call.

SMILES	KLK7 zymogen act	DDE Tn6 FP inh	PLC-beta3 inh	HGIII-sPLA2 inh	ARFGAP1 inh	Rev-erbA mod	PLCg1 inh	ASAP1 GAP inh	DDE Tn7 FP inh	UHRF1 binding
CC1(C)CC(=O)C2=C(C1)NC(=O)CC2c1ccc(F)cc1 (stereo not given)	-0.3	5	4	-2	-5	-5	-3	-10	0	-1
COc1ccccc1OCc1ccc(C(=O)N2CCCCC2)o1	-0.2	2	-6	-2	-10	2	0	1	1	2
CCC1CCCCN1CCCCOc1cccc(Cl)c1 (stereo not given)	-0.1	-7	-2	-7	5	5	2	1	-9	-1
CN(Cc1ccccc1)C(=O)c1csc([C@@H]2C[C@H](O)[C@@H](CO)O2)n1	0.1	9	-1	2	-3	1	0	-9	-1	8
COc1ccc(C(=O)N/C(=C\c2ccccc2)C(=O)NC(CCSC)C(=O)O)cc1 (stereo not given)	-0.5	2	-1	9	7	-1	-2	-12	3	10
CCNC(=S)N(CCc1c(C)[nH]c2ccc(C)cc12)Cc1cccs1	0.1	8	-2	2	8	0	3	6	0	0
Cc1cc(N/N=C/c2ccc(O)cc2O)nc(N2CCOCC2)n1	-1.8	-7	-52	-20	15	0	-31	1	-5	-1
NS(=O)(=O)c1ccc(NC(=S)N2CCC(Cc3ccccc3)CC2)cc1	-0.1	3	0	-3	-9	-1	-3	-13	-6	-1
COc1cccc(C(=O)O/N=C(\N)c2ccc(C)cc2)c1	0.0	7	-5	0	4	3	2	12	-8	1
O=C(COC(=O)c1cc([N+](=O)[O-])ccc1N1CCOCC1)Nc1c(Cl)cccc1Cl	0.2	-2	2	15	-11	-7	-1	-3	1	1
COC(=O)c1c(NC(=O)c2cccc(S(=O)(=O)N3CCN(C)CC3)c2)sc(C)c1C	-12	0	-184	-26	7	-4	-149	8	-4	-1
CCOC(=O)C1=NOC(CNc2ncc(C(F)(F)F)cc2Cl)C1 (stereo not given)	-0.5	-4	-1	3	10	-7	0	0	4	1
CCC(C)NC(=O)CSc1n[nH]c(-c2cc(Cl)ccc2OC)n1 (stereo not given)	-0.1	-4	-3	-2	-4	-2	3	9	3	-2
S=c1nc(-c2ccccc2)c(-c2ccccc2)n[nH]1	-0.2	-4	-3	14	9	-7	3	-4	4	2
CNS(=O)(=O)c1ccc(C(=O)NCC(=O)NCC2COc3ccccc3O2)cc1 (stereo not given)	-0.5	5	-6	0	-12	1	-5	-11	3	2
O=c1c2ccccc2nc2n1-c1ccccc1CCC2	0.0	0	2	8	-6	-1	-1	-3	8	3
COCCNC(=O)c1onc(CSc2ccc(F)c(F)c2)c1C(=O)O	0.5	8	2	7	-3	4	-1	-2	-3	-2
COc1cccc(NC(=O)c2cc3ccccc3o/c2=N\O)c1	0.8	-4	-8	2	9	5	-2	8	3	-6
COCCNC(=O)C1(C)CCCN(C(=O)c2cc(C)on2)C1 (stereo not given)	-0.5	6	10	1	9	-6	2	-7	-8	1
Cc1ccc(-n2cc(C(=O)O)c(=O)cc2C)c(C)c1	0.1	-6	4	4	-12	3	4	-11	-1	3
O=C(NCCCN1CCOCC1)c1ccc(-c2ccc(Cl)cc2)o1	0.2	3	-4	-4	6	-2	-5	-4	-3	-6
COc1ccccc1CCC(=O)Nc1ccc2c(c1)CN(CCCn1cccn1)CC2	0.4	-1	-12	-5	0	3	-6	1	6	-5
CC(C)(C)OC(=O)N1CCc2onc(-c3ccc(Br)cc3)c2C1=O	0.7	6	0	8	-10	8	1	5	3	1
CC(=O)N1CCN(C(=O)OC2CC3CC2[C@H]2CCCCN2C3=O)CC1 (stereo not given in full)	-0.5	0	3	5	1	-7	4	-1	-2	2
COc1ccc(S(=O)(=O)Nc2ccc(F)c(F)c2)cc1Cl	0.0	-5	6	-36	0	1	0	2	-2	-2

The list continues.
SMILES	KLK7 zymogen act	DDE Tn6 FP inh	PLC-beta3 inh	HGIII-sPLA2 inh	ARFGAP1 inh	Rev-erbA mod	PLCg1 inh	ASAP1 GAP inh	DDE Tn7 FP inh	UHRF1 binding
COc1ccc(CNC(=O)c2cc3cccc(O)c3oc2=N)cc1	-0.8	-3	-6	0	0	8	1	5	-4	0
O=C(COC(=O)CCc1ccc(S(=O)(=O)N2CCOCC2)cc1)NCc1ccccc1Cl	-0.1	0	-4	-5	-2	-2	2	-9	-1	-4
Cc1cc(/C=C(\C#N)C(N)=O)c(C)n1-c1ccc(N2CCOCC2)c([N+](=O)[O-])c1	1.6	4	-7	-1	0	-3	-7	6	-4	-2
O=C(NCCc1ccccc1)Nc1nnc([C@@H]2C[C@H](O)[C@@H](CO)O2)s1	0.1	6	-66	3	-6	2	-1	-18	-1	-2
Cc1nn(CCCC(=O)Nc2cc(Oc3ccccc3)cc([N+](=O)[O-])c2)c(C)c1[N+](=O)[O-]	0.6	7	-1	-12	15	-1	1	7	-1	0
CC(C)[C@H](NC(=O)N1c2ccccc2NC(=O)[C@@H]1C(C)C)C(=O)N[C@@H](Cc1ccccc1)C(=O)O	-0.2	-2	4	4	-6	-4	3	7	1	1
COc1ccccc1NC(=O)c1ccc2c(c1)OCO2	-0.1	-8	-3	-3	2	6	1	3	-6	-2
O=C(NCC1(N2CCOCC2)CCCCC1)c1cccc(S(=O)(=O)Nc2ccc(F)cc2)c1	-0.8	-2	-2	-21	-2	10	1	-9	-3	5
O=C(COC(=O)c1ccc2c(c1)OCCO2)Nc1cc(S(=O)(=O)N2CCOCC2)ccc1Cl	-0.6	8	1	0	5	-3	2	-10	4	-1
O=Cc1c(N2CCC3(CC2)OCCO3)nc2ccccn2c1=O	0.8	0	-4	0	11	-3	1	-5	6	-1
O=[N+]([O-])c1ccccc1NC(=S)N/N=C/c1ccc(O)c(O)c1	-1.3	1	-19	-1	5	-3	-7	11	-4	10
O=C(CN1CCN(Cc2ccccc2Cl)CC1)N/N=C/c1cccs1	-0.4	-2	3	-4	-5	-7	5	-3	-6	-2
COc1cc(-c2nc(-c3ccc(Br)o3)no2)cc(OC)c1OC	-0.6	-2	0	7	-3	27*	-1	6	-4	1
O=C(NNC(=S)Nc1ccccc1C(F)(F)F)c1ccc(Br)o1	0.2	-3	4	12	6	-5	2	13	-1	6
CCN1C(=O)[C@H]2[C@@H](c3ccc(-c4ccc(OC)cc4)cc3)N3CCCC[C@@]3(C(=O)OC)[C@H]2C1=O	-0.2	12	-3	-7	-7	2	-3	1	4	-4
CC1CCCCC1NC(=O)CN1C(=O)c2ccccc2S1(=O)=O (stereo not given)	-0.5	-5	-6	6	15	-4	2	-1	-5	1
S=C(NCC1CCCCC1)Nc1cccnc1	0.3	-4	0	23*	-3	-6	1	-2	2	2
Cc1cc(OCC(=O)NCCCN2CCCC2=O)c2c(C)cc(=O)oc2c1	9.9	-1	-210	-1	9	-1	-146	-8	2	-3
Nc1ccc2c(c1)COC2=O	-0.3	9	-7	3	7	1	-1	1	1	1
CC[C@]12C(=O)N(C)C[C@H]([C@@H]3C(=O)N(C)C(=O)[C@@H]31)N2C(=O)c1ccc(C(C)(C)C)cc1	0.3	1	0	4	5	-5	2	-7	0	-1
COc1cc2c(cc1OC)C1(Nc3c-2c(-c2ccccc2)nn3-c2ccccc2)C(=O)Nc2ccccc21 (stereo not given)	-0.7	3	-82	0	21	-1	-61	-3	-3	-3
CC(C)OC(=O)c1ccc(NC(=O)CSc2nc3ncccc3[nH]2)cc1	0.2	-8	-11	-28	8	-2	-9	5	-4	4
O=C(N/C=C/n1cnc2cc(C(F)(F)F)ccc21)c1ccccc1	-0.4	6	-7	0	-4	5	1	5	1	2
CN(C)S(=O)(=O)c1ccc(C(=O)OCC(=O)NCc2ccco2)cc1	-0.4	-8	-3	0	-2	1	3	-5	4	-1
COc1ccc(-c2nc(S(=O)(=O)c3ccccc3)c(N3CCN(C)CC3)o2)cc1	-0.1	-8	2	-7	-6	7	2	-1	-3	6
COc1cc(C(=O)NCC(=O)OCC(=O)c2ccc[nH]2)cc(OC)c1OC	0.1	5	1	7	5	2	0	-4	-2	-3
CSCC[C@H](NC(=O)Nc1ccc(Oc2ccccc2)cc1)C(=O)O	-0.4	-9	-12	6	8	0	2	6	8	5
O=C(c1cc(S(=O)(=O)NCc2ccco2)ccc1Br)N1CCOCC1	-0.7	-5	-12	8	-2	0	-1	-10	-3	1
O=C(CSc1cccc[n+]1[O-])Nc1cccc(Oc2ccccc2)c1	0.2	-8	-1	0	4	-1	3	1	5	6

Eleven entries from above in another layout:
| Compound | KLK7 zymogen act | DDE Tn6 FP inh | PLC-beta3 inh | HGIII-sPLA2 inh | ARFGAP1 inh | Rev-erbA mod | PLCg1 inh | ASAP1 GAP inh | DDE Tn7 FP inh | UHRF1 binding |
| --- | --- | --- | --- | --- | --- | --- | --- | --- | --- | --- |
| CC1(C)CC(=O)C2=C(C1)NC(=O)CC2c1ccc(F)cc1 (stereo not given) | -0.3 | 5 | 4 | -2 | -5 | -5 | -3 | -10 | 0 | -1 |
| COc1ccccc1OCc1ccc(C(=O)N2CCCCC2)o1 | -0.2 | 2 | -6 | -2 | -10 | 2 | 0 | 1 | 1 | 2 |
| CCC1CCCCN1CCCCOc1cccc(Cl)c1 (stereo not given) | -0.1 | -7 | -2 | -7 | 5 | 5 | 2 | 1 | -9 | -1 |
| CN(Cc1ccccc1)C(=O)c1csc([C@@H]2C[C@H](O)[C@@H](CO)O2)n1 | 0.1 | 9 | -1 | 2 | -3 | 1 | 0 | -9 | -1 | 8 |
| COc1ccc(C(=O)N/C(=C\c2ccccc2)C(=O)NC(CCSC)C(=O)O)cc1 (stereo not given) | -0.5 | 2 | -1 | 9 | 7 | -1 | -2 | -12 | 3 | 10 |
| CCNC(=S)N(CCc1c(C)[nH]c2ccc(C)cc12)Cc1cccs1 | 0.1 | 8 | -2 | 2 | 8 | 0 | 3 | 6 | 0 | 0 |
| Cc1cc(N/N=C/c2ccc(O)cc2O)nc(N2CCOCC2)n1 | -1.8 | -7 | -52 | -20 | 15 | 0 | -31 | 1 | -5 | -1 |
| NS(=O)(=O)c1ccc(NC(=S)N2CCC(Cc3ccccc3)CC2)cc1 | -0.1 | 3 | 0 | -3 | -9 | -1 | -3 | -13 | -6 | -1 |
| COc1cccc(C(=O)O/N=C(\N)c2ccc(C)cc2)c1 | 0.0 | 7 | -5 | 0 | 4 | 3 | 2 | 12 | -8 | 1 |
| O=C(COC(=O)c1cc([N+](=O)[O-])ccc1N1CCOCC1)Nc1c(Cl)cccc1Cl | 0.2 | -2 | 2 | 15 | -11 | -7 | -1 | -3 | 1 | 1 |
| COC(=O)c1c(NC(=O)c2cccc(S(=O)(=O)N3CCN(C)CC3)c2)sc(C)c1C | -12 | 0 | -184 | -26 | 7 | -4 | -149 | 8 | -4 | -1 |
